Bioassay records from PubChem BioAssay.
MRP-1 activ: H69AR viability gain despite doxorubicin, primary screen, MRP-1 activator project, H69AR cells, CellTiter-Glo; 0.61% of 140,000 active; viability increase, % at 10 µM; viability rescue;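 active means viability gain under doxorubicin at or above a set limit, the compound median plus 3 SD, cut at about 4.7% in these data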;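 further: MRP-1 overexpressing cells given doxorubicin 25 µM after compound pretreatment; 18-22 h compound pretreatment then 72 h with doxorubicin before readout; 0% = doxorubicin-only wells and 100% = vehicle-treated cells without doxorubicin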
Yeast life ext: compounds extending yeast replicative lifespan, primary screen, S. cerevisiae, OD615. 0.68% of 130,000 active. S. cerevisiae growth with nicotinamide; deaD strain in restrictive glucose medium. inhibition of the nicotinamide effect, % at 10 µM. AID 775, 2007;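 active means inhibition above a set limit, placed 3 SD over the median of all compounds, cut at about 26% in these data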;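 further: 0% = nicotinamide-treated wells and 100% = cells grown without nicotinamide; some compounds called inactive have numbers as strong as hits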
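Measured by: optical density (absorbance) at 615 nm; System: modified budding yeast, DeaD strain; Medium: restrictive CSMM-D dextrose medium; Timing: 4 h preincubation then 48 h treatment at 30 °C.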
HCT116 PTEN-null: growth suppression of PTEN-null HCT116, primary screen, cell-based, CellTiter-Glo; viability, % at 10 µM; 1.2% of 140,000 active; AID 827, 2007; HCT116 PTEN-null viability, 60 h; stronger effect = lower value;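 active means viability at or below a set limit, 4 SD under the median of all tested compounds, cut at about 3.7% in these data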;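 further: PTEN knockout HCT116 line with beta catenin targeted HCT116 as companion control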
Phagocytosis inh: inhibitors of macrophage phagocytosis, primary screen, imaging, J774A.1 cells, IgG beads | inhibition, % at 5 µM | J774A.1 macrophage IgG-bead phagocytosis | 0.07% of 110,000 active;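 active means inhibition above the mean of the plate negative controls plus 5 SD, cut at about 13% in these data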;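 further: phagocytic index as fraction of beads internalized from green versus red external bead signal; plate controls were DMSO negative control for no effect and cytochalasin-D positive control for full effect; some results beyond the cut were filed as inactive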
GALR2 antag: GALR2 antagonists in receptor-expressing cells, primary screen; Galanin receptor type 2 (Homo sapiens), O43603; antagonist mode; inhibition, % at 4 µM; 0.39% of 140,000 active; AID 828, 2007; in the data active means inhibition above about 27%;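 further: cells stimulated with galanin 1-16 at roughly its EC80; 0% = agonist challenge control and 100% = basal control without agonist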
Target sequence (O43603 whole entry, looked up): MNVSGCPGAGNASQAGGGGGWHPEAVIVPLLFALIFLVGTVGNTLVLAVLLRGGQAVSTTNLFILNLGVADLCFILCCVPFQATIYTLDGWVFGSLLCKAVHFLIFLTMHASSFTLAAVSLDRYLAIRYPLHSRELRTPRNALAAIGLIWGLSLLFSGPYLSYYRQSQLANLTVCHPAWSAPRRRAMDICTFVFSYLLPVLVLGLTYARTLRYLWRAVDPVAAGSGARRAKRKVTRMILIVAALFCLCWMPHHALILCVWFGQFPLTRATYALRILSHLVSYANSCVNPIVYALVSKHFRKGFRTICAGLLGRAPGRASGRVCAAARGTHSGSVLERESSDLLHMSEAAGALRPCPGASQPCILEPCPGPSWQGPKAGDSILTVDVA
Yeast growth inh: growth inhibitors of yeast BB579 in restrictive medium, primary screen, yeast lifespan-shortening project, S. cerevisiae; OD615, 48 h; inhibition, % at 10 µM; 0.51% of 140,000 active; AID 804, 2007;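 active means inhibition above a set limit, 3 SD over the mean compound inhibition, cut at about 44% in these data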; further: inactives centre near -24
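Test system: DeaD yeast strain BB579 / Buffer or medium: restrictive glucose-based CSMM-D medium / Doses: single 10 µM dose / Schedule: 4 h cell preincubation, 48 h compound exposure, 30 °C humidified / Technique: culture absorbance at 615 nm / Controls: amphotericin B positive control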
E-sel TNF inh: E-selectin induction blockers in HUVEC – imaging, immunofluorescence, high content, primary screen; HUVEC TNFa-induced E-selectin immunofluorescence; inhibition, % at 2 µM; 0.71% of 120,000 active;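 active means inhibition above the batch mean plus 3 SD, and confirmed as a hit on visual image review, cut at about 43% in these data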;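 further: 0% = TNF-stimulated DMSO wells and 100% = unstimulated control wells; not every result past the cut was called active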
bCat KO growth: primary screen for growth suppressors in beta-catenin knockout HCT116 cells (colon tumor, human) | HCT116 beta-catenin knockout viability, CellTiter-Glo, 60 h; stronger effect = lower value | viability, % at 10 µM | 1.5% of 140,000 active | AID 818, 2007;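 active means viability at or under a set limit, the compound median less 4 SD, cut at about 6% in these data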;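 further: 0% = Hyamine 1622 control at 20 µM and 100% = untreated cell control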
Measles CPE: compounds protecting cells from measles virus cytopathic effect, primary screen, measles RdRp inhibitor project, single point, MLSMR library, absorbance | 1.5% of 140,000 active | AID 841, 2007 | Measles virus-infected cells, CPE protection | protection (pct of control), % at 4 µM; in the data active means protection mostly above about 24%, no sharp cut-off; inactive means mostly below about 26%; further: some compounds called inactive have numbers as strong as hits
NPY Y2 blocker: NPY-Y2 receptor antagonists, primary screen, cell-based; 0.99% of 140,000 active; Neuropeptide Y receptor type 2 (Homo sapiens), P49146; inhibition, % at 2.7 µM; NPY-Y2 expressing cells, antagonist mode; AID 793, 2007; in the data active means inhibition above about 17%;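 further: 0% = vehicle with agonist challenge and 100% = reference antagonist with challenge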
Target sequence (P49146 whole entry, looked up): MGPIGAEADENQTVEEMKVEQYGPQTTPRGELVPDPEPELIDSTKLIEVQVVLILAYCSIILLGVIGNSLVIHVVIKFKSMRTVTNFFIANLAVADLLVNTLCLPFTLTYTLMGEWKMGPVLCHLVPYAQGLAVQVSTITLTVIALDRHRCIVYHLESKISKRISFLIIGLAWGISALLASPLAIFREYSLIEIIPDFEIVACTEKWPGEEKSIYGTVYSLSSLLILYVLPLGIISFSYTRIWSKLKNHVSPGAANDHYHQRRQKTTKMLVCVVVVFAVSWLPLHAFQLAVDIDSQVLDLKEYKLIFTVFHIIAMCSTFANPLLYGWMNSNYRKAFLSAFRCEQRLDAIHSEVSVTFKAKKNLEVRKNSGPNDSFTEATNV
Starred values were filed as active, the others as inactive; · = no result given. Not a hit list; about 6.2% have a hit in one of these screens.

Molecule,NPY Y2 blocker,Phagocytosis inh,MRP-1 activ,HCT116 PTEN-null,Measles CPE,Yeast growth inh,bCat KO growth,Yeast life ext,GALR2 antag,E-sel TNF inh
CCOC(=O)Cc1c(C)nc2c(-c3ccccc3)c(-c3ccccc3)[nH]n2c1=O,1,·,-4.5,68,2,-44,72,-9,9,-8
CN(C)S(=O)(=O)Oc1cccc(C(=O)Nc2ccc(Cl)cc2)c1,2,·,-0.9,20,7,-11,14,-23,19,18
Cc1ccc(NC(=O)CSc2nc(NS(=O)(=O)c3ccccc3)cc(=O)[nH]2)cc1,-2,0,-1.5,98,21,-36,94,-7,5,-6
Clc1ccc(-c2nnn(Cc3nc4ccccc4s3)n2)cc1,18*,0,-2.3,99,13,-49,94,-9,12,·
CN(CCOc1ccc(-c2ccn(S(=O)(=O)c3cccc4ccccc34)n2)cc1)c1ccccn1,1,0,4.3,82,44*,20,85,-3,6,1
Cn1c(SCC(=O)NC(C)(C)C)nnc1-c1cccc(NC(=O)c2ccccc2F)c1,5,·,-3.1,103,6,17,92,-4,-1,-12
CC(C)C(=O)OCC(=O)Nc1ccc(N=Nc2ccccc2)cc1,-1,-14,-3.0,59,·,-30,61,-7,-1,·
COC(=O)Cc1csc(Nc2ccccc2Cl)n1,4,-7,-1.0,100,8,8,107,-6,-2,17
Cc1cccc(C)c1NC(=O)N1CCN(c2nc3ccccc3s2)CC1,3,·,-0.8,74,0,-25,73,-8,-17,4
Nn1c(SCC(=O)NCc2ccccc2)nncc1=O,4,-12,0.4,97,6,3,97,2,12,·
CC(C)c1nc(-c2ccc([N+](=O)[O-])cc2)cs1,1,-5,0.8,78,4,-24,71,-9,1,·
Nc1cc(=O)[nH]c(=O)n1CC1CC1,1,·,-2.0,94,21,-25,91,3,6,19
O=C(Nc1cc(Cl)cc(Cl)c1)C(NCCO)c1ccccc1 (stereo not given),2,·,-0.6,89,9,-7,90,-6,6,·
N#Cc1c(NC(=O)C2CC2)sc2c1CCCCC2,0,-3,1.3,96,16,-39,96,-5,-3,12
COc1ccccc1NC(=O)C(=O)NCc1ccccc1Cl,2,-3,-1.5,97,20,0,89,1,-1,-1
CCOCCCNC(=O)CN1C(=O)C(CC)Oc2ccccc21 (stereo not given),1,·,-0.8,101,5,-61,99,1,-3,·
CC(=O)N1CCN=C1SCc1ccccc1,-1,0,2.8,104,21,12,101,3,-5,-7
Cn1c(SCc2cccnc2)nnc1-c1c[nH]c2ccccc12,9,0,0.2,106,5,1,98,-3,-4,·
Cc1cc(C2(c3ccc(O)c(C)c3)OC(=O)c3ccccc32)ccc1O,5,0,-3.9,93,9,-6,87,1,5,-29
C=CCOn1c(=O)c(C)[n+]([O-])c2ccccc21,0,-1,0.2,80,3,13,90,-12,4,-9
CC(=NCCCn1ccnc1)c1c(-c2ccccc2)[nH]n(-c2nc3ccccc3s2)c1=O,-2,0,-1.9,89,1,-31,93,-7,5,6
CC(C)(C)OC(=O)N1CCC[C@H]1c1nnc(SCc2ccc(Cl)cc2Cl)o1,9,1,-3.8,85,4,-30,75,1,-12,-11
CCC(=O)NC(=S)Nc1ccc(NC(=O)COc2ccccc2)cc1,1,-2,1.1,109,9,12,99,-7,-14,·
Cn1c(=O)c2c(ncn2CC(=O)N(Cc2ccccc2)c2ccccn2)n(C)c1=O,2,-2,-4.2,106,4,-12,94,-11,2,·
C1CCN=C(Nc2nc3c(s2)CCCC3)CC1,2,0,-0.7,95,2,-41,100,0,-1,-12
Cc1ccc(NC(=O)CSCC#N)cc1Cl,0,-4,1.6,90,16,-13,100,1,2,·
COc1cc(NC(=S)N2CCN(C/C=C/c3ccccc3)CC2)cc(OC)c1,0,·,-0.9,93,4,-14,94,23,-12,·
C/C(N)=C(/C#N)C(=O)COC(=O)c1cc(C)n(-c2ccc(F)cc2)c1C,3,4,-1.5,51,5,-39,45,-18,-1,-27
Cc1cccc(CSc2nnc(-c3ccccn3)n2N)c1,3,0,-0.6,106,20,-60,105,-6,4,·
Cc1ccc(-c2nc3ccccc3[nH]2)cc1NC(=O)c1sc2ccccc2c1Cl,3,·,-7.2,41,81*,-27,51,10,-2,-14
CCC1(CC)Cc2ccccc2-c2nc(CN3CCOCC3)[nH]c(=O)c21,-1,0,-1.3,87,25,-4,92,-3,-13,35
CS(=O)(=O)N1CCC(NC(=O)Cc2ccccc2)CC1,-3,1,-0.3,112,5,-43,96,0,-16,0
Clc1nc2ccccc2cc1/C=N/Nc1nc2ccccc2[nH]1,6,1,-3.3,52,12,-14,58,-1,24,·
Cc1cccc2cc(C#N)c(SCC(=O)Nc3ccccc3N3CCOCC3)nc12,0,·,-3.2,78,6,-8,71,·,9,13
CCc1ccc2[nH]c(=O)c(CN(CCN(C)C)C(=O)Nc3ccccc3)cc2c1,6,-2,-5.9,62,3,-9,63,6,27*,-30
CCN(C(=O)COc1cccnc1[N+](=O)[O-])C1CCS(=O)(=O)C1 (stereo not given),1,-4,-1.6,87,2,-16,86,7,-16,-6
Cc1ccc(-c2nc(CSCC(=O)N3CCOCC3)c(C)o2)cc1,-3,-2,-1.9,64,4,-22,74,-30,10,-10
Cc1cccc(C(=O)O/N=C(\c2ccccc2)c2cccnc2)c1,0,-15,0.0,96,8,-33,106,-2,2,·
O=C1c2ccccc2C(Nc2ccc3c(c2)OCO3)N1Cc1ccco1 (stereo not given),0,·,-1.4,90,6,-53,82,-8,8,·
O=C(c1ccncc1)c1ccc(Br)cc1,3,1,0.5,95,7,-25,109,-18,5,-23
Cc1ccc(SCCC(=O)Nc2ccccc2C(=O)NC2CCCCC2)cc1,6,3,-2.2,91,9,-4,90,1,-11,0
CCCCn1nc(C(=O)N[C@@H](CCSC)c2nc3ccccc3[nH]2)c2ccccc2c1=O,9,-1,-3.8,42,4,-44,46,-7,4,-41
Cc1noc(C)c1COc1ccc(C(=O)OCC(=O)NC(=O)C2COc3ccccc3O2)cc1 (stereo not given),2,-1,-0.8,102,7,-25,96,-2,2,·
N/C(=N\OC(=O)Cc1ccc(-c2ccccc2)cc1)c1cccnc1,5,·,-2.0,89,11,-17,88,-10,-17,3
CN=C1SC(C(=O)O)CC(=O)N1C (stereo not given),0,-1,-1.1,100,7,-42,101,4,6,-1
CCOC(=O)N/N=C/C=C/c1ccccc1,0,-6,0.9,100,7,-41,105,1,2,·
Cc1ccc(NC(=O)COC(=O)CCc2nc3ccccc3n2-c2ccccc2)c(C)c1,2,-10,-1.2,100,10,-46,80,5,4,14
COc1ccc2c(c1)CCc1c(C(=O)N3CCOCC3)noc1-2,5,0,-2.4,81,0,-6,80,-32,-4,38
CCOc1ccc(N(CC(=O)Nc2ccccc2C(=O)N2CCOCC2)S(=O)(=O)c2ccc(F)cc2)cc1,-1,-3,-2.5,81,7,-2,93,2,1,·
CCc1ccccc1N(C(=O)c1cccs1)C1C=CS(=O)(=O)C1 (stereo not given),0,·,-0.1,102,6,1,94,-12,3,-21
COc1cccc(C(=O)O/N=C(\N)c2ccc([N+](=O)[O-])cc2)c1OC,-1,1,-5.4,76,2,-54,79,-22,-5,7
CN(Cc1ccccc1)c1nc2c(c(=O)[nH]c(=O)n2C)n1C,-1,·,-2.2,89,3,-16,92,·,2,-1
COc1ccc(N2CCN(C(=O)C(CCSC)N=C3NS(=O)(=O)c4ccccc43)CC2)cc1 (stereo not given),6,0,-2.2,98,5,-53,98,-23,5,·
CCN(CC)C(=O)c1sc(NC(=O)c2cccnc2)c(C(=O)OC)c1C,3,·,-1.8,104,15,-22,100,2,6,·
COc1ccccc1CN1C(=O)[C@@H]2C(CC(N)=O)NC3(C(=O)Nc4c3ccc(Cl)c4C)[C@@H]2C1=O (stereo not given in full),0,-1,-2.7,91,8,-12,102,-12,11,·
O=C(CCN1CCN(CCO)CC1)Nc1ccc(OCc2ccccc2)cc1,2,-1,-1.4,90,6,-9,90,-18,-22,0
COc1ccc(Nc2nc(N3CCCC3)nc(N3CCCC3)n2)c(OC)c1,-4,-1,1.8,88,24,-45,88,-17,-9,-6
Cc1ccc(C(c2nnnn2C(C)(C)C)N(Cc2ccco2)Cc2cccs2)cc1 (stereo not given),18*,0,-2.5,66,6,-17,66,-1,12,-29
COc1ccc(C(=O)Nc2ccccc2C(=O)N/N=C/c2ccccc2OC)cc1,4,-2,-3.6,79,8,-8,87,-12,3,-35
Cc1c(N2C(=O)/C(=C3/C(=O)N(C)c4ccccc43)SC2=S)c(=O)n(-c2ccccc2)n1C,9,·,-0.6,93,4,-14,99,-3,9,10

New compounds follow.
Molecule,NPY Y2 blocker,Phagocytosis inh,MRP-1 activ,HCT116 PTEN-null,Measles CPE,Yeast growth inh,bCat KO growth,Yeast life ext,GALR2 antag,E-sel TNF inh
Cc1cccc(S(=O)(=O)Nc2cccc3c2C(=O)c2ccccc2-3)c1,0,0,-0.9,92,19,-75,94,-5,5,10
O=C(CCS(=O)(=O)c1ccccc1)Nc1nc(-c2cccs2)cs1,0,·,-4.3,32,2,-16,26,1,-6,6
Cn1c(=O)c2c(ncn2CC(=O)Nc2ccc(N3CCOCC3)cc2)n(C)c1=O,4,0,-2.5,90,3,-26,85,-5,3,-23
CN(C)Cc1nc2ccccc2c(=O)n1Cc1nc(-c2cc3ccccc3o2)cs1,4,2,-4.4,51,16,-36,47,-6,12,13
CC1=CC(C)(C)N(C(=O)c2ccccc2)c2ccccc21,5,0,-0.8,94,6,-94,87,-4,-7,7
O=C(CSc1ccccn1)c1ccc(F)cc1,1,-1,0.9,100,17,-42,99,-10,-5,·
CC(=O)N(/N=C1\Sc2ccccc2C1=O)c1ccc(C)cc1C,3,1,-4.1,79,3,-58,89,-14,13,21
CCc1ccc(OCc2nc(-c3ccccn3)no2)c(Br)c1,5,-1,-0.5,67,1,-41,65,-23,-2,15
COc1ccc(CN2C(=O)c3ccccc3C2C(=O)NC2CCCC2)c(OC)c1 (stereo not given),-1,1,-2.1,89,22,-19,97,-10,22,-30
O=C(O)c1ccccc1C(=O)OCCCCOC(=O)c1ccccc1C(=O)O,3,0,-0.7,97,9,-31,95,-4,10,-4
Cc1nc2ccc(F)cc2cc1C(=O)Nc1cccc(Cl)c1C,5,-8,-2.9,100,5,-37,90,7,-8,·
